Screens: PubChem, Vanderbilt High Throughput Screening Facility
GluA2 TARP mod: modulators of GluA2-stargazin AMPA receptor complexes, primary screen, cell-based, membrane potential dye; Voltage-dependent calcium channel gamma-2 subunit (Mus musculus) + Glutamate receptor 2 …; HEK293 GluA2+stargazin, membrane potential dye (FDSS), glutamate EC50; hits were called plate by plate, in both directions; calls only at 30 µM; 40,000 compounds, 3.5% hits; AID 1259245, 2017;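 active means any of four per-well response measures lying three or more SD from its plate-wide compound average, in either direction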
Target sequence (O88602 whole entry, looked up): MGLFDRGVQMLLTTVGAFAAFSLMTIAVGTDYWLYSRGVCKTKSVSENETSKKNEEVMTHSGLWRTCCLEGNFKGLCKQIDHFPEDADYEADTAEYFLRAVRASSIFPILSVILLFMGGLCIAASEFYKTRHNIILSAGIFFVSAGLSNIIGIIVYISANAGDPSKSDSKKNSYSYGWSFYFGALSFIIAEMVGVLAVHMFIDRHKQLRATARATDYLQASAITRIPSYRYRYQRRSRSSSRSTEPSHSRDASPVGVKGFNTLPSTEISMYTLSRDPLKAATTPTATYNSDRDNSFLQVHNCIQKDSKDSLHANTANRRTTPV
Target sequence (P19491 whole entry, looked up): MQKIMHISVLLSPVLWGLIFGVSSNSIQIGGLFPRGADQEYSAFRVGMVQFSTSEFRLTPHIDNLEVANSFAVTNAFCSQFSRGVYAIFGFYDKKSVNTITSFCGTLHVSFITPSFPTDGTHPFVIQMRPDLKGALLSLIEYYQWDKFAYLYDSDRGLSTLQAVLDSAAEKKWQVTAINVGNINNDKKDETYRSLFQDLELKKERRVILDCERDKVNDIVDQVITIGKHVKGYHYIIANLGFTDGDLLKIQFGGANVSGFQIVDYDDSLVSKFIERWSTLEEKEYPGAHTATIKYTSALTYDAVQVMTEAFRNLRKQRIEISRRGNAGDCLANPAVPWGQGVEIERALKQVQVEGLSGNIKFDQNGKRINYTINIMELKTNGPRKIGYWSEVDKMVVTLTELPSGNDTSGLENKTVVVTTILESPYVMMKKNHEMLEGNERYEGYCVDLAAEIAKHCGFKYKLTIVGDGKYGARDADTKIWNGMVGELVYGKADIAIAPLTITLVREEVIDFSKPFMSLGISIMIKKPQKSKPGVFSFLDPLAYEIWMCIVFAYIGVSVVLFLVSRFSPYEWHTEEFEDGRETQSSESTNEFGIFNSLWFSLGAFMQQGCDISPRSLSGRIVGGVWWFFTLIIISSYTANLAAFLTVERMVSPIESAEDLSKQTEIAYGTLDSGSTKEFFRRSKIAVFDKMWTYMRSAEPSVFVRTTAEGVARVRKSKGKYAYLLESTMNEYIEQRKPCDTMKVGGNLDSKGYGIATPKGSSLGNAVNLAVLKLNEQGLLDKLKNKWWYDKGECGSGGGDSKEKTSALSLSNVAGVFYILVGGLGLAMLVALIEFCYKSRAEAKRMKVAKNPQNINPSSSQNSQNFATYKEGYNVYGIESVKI
GluA2 TARP mod agonism max-min: recorded beside GluA2 TARP mod, whose call it bears; compound max-min signal; compound-alone response (agonism);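 unitless range of fluorescence divided by baseline over first 100 seconds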
GluA2 TARP mod glutamate slope: second read-out of GluA2 TARP mod, no call of its own (marks repeat the call); glutamate slope, % of max; measured here: glutamate response slope, % max;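 scaled per plate between vehicle wells and maximal 1 mM glutamate control wells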
* hit, by the source's call; i = inactive; + = active, no number. Only part of the results is shown; rates above refer to the full screens.

| mol | GluA2 TARP mod | GluA2 TARP mod agonism max-min | GluA2 TARP mod glutamate slope |
| --- | --- | --- | --- |
| Cn1nc(NC(=O)c2ccc(F)c(F)c2)c2c1NC(=O)CC2c1ccccc1 (stereo not given) | i | 0.12 | 70 |
| COc1ccc(NC(=O)N2CCN(c3cc(-n4ccnc4)ncn3)CC2)c(C)c1 | i | 0.089 | 54 |
| COc1ccc2nc(-c3cccc(NC(=O)C(C)Oc4ccc5c(c4)OCO5)c3)cn2n1 (stereo not given) | i | 0.12 | 53 |
| Cc1cc(C)c2sc(N3CCN(C(=O)Cc4ccc(S(C)(=O)=O)cc4)CC3)nc2c1 | i | 0.047 | 43 |
| CN1CCN(n2c3c(c(SCC(=O)Nc4ccccc4[N+](=O)[O-])nc2=O)CCCC3)CC1 | i | 0.084 | 31 |
| COc1ccc(CC(=O)Nc2ccc(CC(N)=O)cc2)cc1 | i | 0.073 | 48 |
| COc1ccc(N2CC(C)Cn3c2nc2c3c(=O)n(CCc3ccccc3)c(=O)n2C)c(OC)c1 (stereo not given) | i | 0.068 | 56 |
| COc1ccc(S(=O)(=O)Nc2ccc3c(c2)CCCN3S(=O)(=O)c2ccccc2)c(OC)c1 | i | 0.11 | 58 |
| CC(Sc1nnnn1-c1ccc(Cl)cc1)C(=O)Nc1nccs1 (stereo not given) | i | 0.096 | 55 |
| CCOC(=O)CN1CCN(c2nc3c(c(=O)[nH]c(=O)n3C)n2Cc2ccc(F)cc2)CC1 | i | 0.058 | 13 |
| Cc1cc(C)cc(NC(=O)CN2CCC(C(=O)O)CC2)c1 | i | 0.029 | 44 |
| O=C(NCCCO)C(=O)Nc1c2c(nn1-c1cccc(Cl)c1)CS(=O)(=O)C2 | i | 0.093 | 95 |
| COc1ccc2nc(N3CC(C(=O)N4CCc5cc(OC)c(OC)cc5C4)C3)sc2c1 | i | 0.15 | 99 |
| CC(=O)N1CCc2c(sc(NC(=O)c3ccc(OC(C)C)cc3)c2-c2nc3ccccc3s2)C1 | i | 0.059 | 31 |
| O=C(Nc1c2c(nn1-c1ccc(Cl)cc1)CS(=O)(=O)C2)C(=O)NC1CCCCC1 | i | 0.094 | 84 |
| COc1ccc(-c2ccc(=O)n(CCCNC(=O)c3ccc(C(F)(F)F)cc3)n2)cc1 | i | 0.11 | 66 |
| COCC(=O)Nc1cc(C)nn1-c1nc2c(cnn2-c2cccc(Cl)c2)c(=O)[nH]1 | i | 0.11 | 41 |
| Cn1c(=O)[nH]cc(C(=O)N2CCN(S(C)(=O)=O)CC2)c1=O | i | 0.048 | 52 |
| N#Cc1ccc(C(=O)N(CCN2CCOCC2)c2nc3c(Cl)cccc3s2)cc1 | i | 0.071 | 58 |
| O=C(Nc1ccc(F)cc1)c1ccc(S(=O)(=O)c2ccc(Cl)cc2)nc1 | i | 0.12 | 48 |
| CCOc1ccc(NC(=O)c2ccc(=O)n(Cc3cccc(F)c3)n2)cc1 | i | 0.098 | 63 |
| CCc1nnsc1C(=O)Nc1sc2c(c1C(=O)NCc1ccccc1)CCCC2 | i | 0.13 | 62 |
| NC(=O)CSc1nc(-c2ccccc2)c(NC(=O)c2ccccc2Cl)s1 | i | 0.12 | 41 |
| CCn1nc(C(=O)Nc2ccc(S(=O)(=O)Nc3cc(C)nc(C)n3)cc2)ccc1=O | i | 0.079 | 54 |
| CC(NC(=O)CCc1csc(NC(=O)c2ccc(F)cc2)n1)c1ccccc1 (stereo not given) | i | 0.12 | 59 |
| Cc1cc(NC(=O)C(c2ccccc2)c2ccccc2)n(C2CCS(=O)(=O)C2)n1 (stereo not given) | i | 0.076 | 41 |
| COc1cccc(C(=O)NCCS(=O)(=O)NC(C)(C)C)c1 | i | 0.1 | 73 |
| CC(C)Cc1cnc2c(c1SCc1ccc([N+](=O)[O-])cc1)c(=O)n(C)c(=O)n2C | i | 0.038 | 47 |
| CN1CCN(C(CNC(=O)NCc2cccs2)c2ccc(F)cc2)CC1 (stereo not given) | i | 0.06 | 46 |
| CCN(CC)C(=O)c1cc2c(=O)n3cccc(C)c3nc2n1Cc1ccccc1 | i | 0.094 | 66 |
| Cn1ccc(C(=O)Nc2nc(-c3ccc(Oc4ccccc4)cc3)cs2)n1 | i | 0.1 | 49 |
| Cc1cc(N2CC(C)OC(C)C2)nc2ccccc12 (stereo not given) | + | 0.3* | 67* |
| Cc1ccc(C)c(N2C(=O)N(Cc3ccc(Br)cc3F)C3CS(=O)(=O)CC32)c1 (stereo not given) | i | 0.11 | 36 |
| CS(=O)(=O)N1CCN(C(=O)Cc2csc(Nc3ccccc3)n2)CC1 | i | 0.1 | 65 |
| Cc1ccc(-n2cnc3cc(C(=O)Nc4nc(C)c(C(=O)N(C)C)s4)ccc32)c(C)c1 | i | 0.12 | 72 |
| CCOC(=O)Cn1c(=O)c2c(nc3n(-c4ccc(C(F)(F)F)cc4)c(C)cn23)n(C)c1=O | i | 0.072 | 32 |
| COc1cccc(OC)c1C(=O)NCCOc1ccc2nnc(-c3ccccc3)n2n1 | i | 0.087 | 60 |
| CCOc1ccc(N2CCn3c2nn(Cc2ccc(Br)cc2)c(=O)c3=O)cc1 | i | 0.059 | 39 |
| CS(=O)(=O)N1CCCc2cc(NC(=O)c3cc(Cl)ccc3Cl)ccc21 | i | 0.047 | 52 |
| COc1ccc(C(=O)Nc2ccc3c(c2)CCC(=O)N3C)cc1OC | i | 0.093 | 54 |

Part of the list above, limited to GluA2 TARP mod glutamate slope and GluA2 TARP mod.
SMILES | GluA2 TARP mod glutamate slope | GluA2 TARP mod
CCn1nc(C(=O)Nc2ccc(S(=O)(=O)Nc3cc(C)nc(C)n3)cc2)ccc1=O | 54 | i
COc1ccc(C(=O)Nc2ccc3c(c2)CCC(=O)N3C)cc1OC | 54 | i
COc1ccc(CC(=O)Nc2ccc(CC(N)=O)cc2)cc1 | 48 | i

Remaining list, next part:
| mol | GluA2 TARP mod | GluA2 TARP mod agonism max-min | GluA2 TARP mod glutamate slope |
| --- | --- | --- | --- |
| CSCCC(C)(O)CNC(=O)COc1ccc(C(C)(C)C)cc1 (stereo not given) | i | 0.13 | 51 |
| COc1ccc(CCNS(=O)(=O)c2cccc(C(F)(F)F)c2)cc1OC | i | 0.14 | 42 |
| COc1ccc(-c2nnc3ccc(OCCNC(=O)Nc4ccc(Cl)cc4)nn23)cc1 | i | 0.15 | 56 |
| COc1cc(COCC2CCN(C(=O)c3cccc(F)c3)CC2)cc(OC)c1 | i | 0.038 | 54 |
| O=C(CC1=NS(=O)(=O)c2ccccc2N1)Nc1ccc(Br)cc1F | i | 0.12 | 53 |
| CCCCN(CC)S(=O)(=O)c1ccc(C(=O)Nc2ccc3ncsc3c2)cc1 | i | 0.061 | 51 |
| COc1ccccc1N1CC(C)Cn2c1nc1c2c(=O)n(Cc2ccc(C)cc2)c(=O)n1C (stereo not given) | + | 0.068* | 53* |
| Cc1nn(-c2ccc(F)cc2)c2ncc(C(=O)NCCCn3ccnc3)c(Cl)c12 | + | 0.11* | 57* |
| COCCNC(=O)Cn1nc2c(c1NC(=O)c1ccc3c(c1)OCO3)CSC2 | i | 0.082 | 62 |
| Cc1cccn2c(=O)c(C(=O)NCCCN3CCOCC3)c(O)nc12 | + | 0.14* | 71* |
| CCN(CC)c1ccc(N2CCN(S(=O)(=O)c3ccc(F)cc3)CC2)nn1 | i | 0.072 | 58 |
| COc1ccc(-c2coc3c4c(ccc3c2=O)OCN(C(C)c2ccccc2)C4)cc1OC (stereo not given) | i | 0.088 | 46 |
| O=C(NCCOc1ccc(-c2cccs2)nn1)NCc1ccccc1 | i | 0.095 | 59 |
| O=C(CCS(=O)(=O)c1ccccc1)N(CCN1CCOCC1)c1nc2ccccc2s1 | i | 0.077 | 44 |
| CC(C)(Oc1ccc(Cl)cc1)C(=O)NCC(O)(c1ccco1)C1CC1 (stereo not given) | i | 0.094 | 54 |
| CC(=O)Nc1ccc(Nc2cc(C)nc3c4c(C)cc(C)nc4nn23)cc1 | i | 0.18 | 57 |
| Cc1cc(C(=O)NCC(O)(c2cccs2)C2CC2)c(C)o1 (stereo not given) | i | 0.12 | 53 |
| CCC(=O)n1nc(-c2ccc(Cl)cc2)nc1N | i | 0.06 | 43 |
| Cn1nnc2c(N3CCN(C(=O)c4cc5ccccc5oc4=O)CC3)ncnc21 | i | 0.075 | 42 |
| O=C(NCC1CCN(C(=O)/C=C/c2ccco2)CC1)C1c2ccccc2Oc2ccccc21 | i | 0.05 | 34 |
| COc1cccc(C(=O)NCC2CCN(c3ncccn3)CC2)c1OC | i | 0.099 | 58 |
| O=C(NCCN1CCN(c2ccccc2F)CC1)C(=O)NC1CCCCCC1 | i | 0.11 | 61 |
| NC(=O)c1ccsc1NC(=O)C1CCN(S(=O)(=O)c2ccc(Cl)cc2)CC1 | + | 0.15* | 24* |
| O=C(/C=C/c1ccco1)NCCCn1cccc1 | i | 0.13 | 62 |
| N#C/C(=C\N1CCC(C(N)=O)CC1)C(=O)Nc1ccc(F)cc1 | i | 0.13 | 84 |
| COC(=O)c1ccc2c(=O)n(CCCC(=O)NC(C)C)c(=S)[nH]c2c1 | i | 0.14 | 66 |
| O=C(Cc1ccc(NS(=O)(=O)c2cccc(Cl)c2)cc1)NC1CC1 | i | 0.077 | 31 |
| Cc1cc(C)n(-c2cc(NCCNS(=O)(=O)N(C)C)ncn2)n1 | i | 0.096 | 65 |
| CCc1ccc(Oc2cc(N3CCC(C(=O)NC(C)c4ccc(F)cc4)CC3)ncn2)cc1 (stereo not given) | i | 0.1 | 45 |
| O=C(NCCc1ccccc1)C(=O)NCc1ccccc1 | i | 0.098 | 72 |
| O=c1ccc(-c2ccccc2)nn1CCCNS(=O)(=O)c1ccc2c(c1)CCCC2 | + | 0.047* | 80* |
| COc1ccc(S(=O)(=O)CCC(=O)Nc2nnc(-c3cccs3)o2)cc1 | i | 0.087 | 69 |
| CCN1C(=O)CCc2cc(NC(=O)c3cc(OC)cc(OC)c3)ccc21 | i | 0.11 | 58 |
| O=C1CCN(C(=O)c2ccccc2Cl)c2ccccc2N1 | i | 0.096 | 62 |
| COc1cc(NC(=O)NCC#CCN(C)C)cc(OC)c1 | i | 0.097 | 39 |
| COc1ccc(NC(=O)c2c(F)cccc2F)cc1N1CCCCC1=O | i | 0.027 | 45 |
| O=C(NCCC(O)c1ccco1)C(=O)Nc1ccccc1 (stereo not given) | i | 0.1 | 51 |
| O=C(c1ccc(F)cc1)N1CCN(Cc2nnnn2-c2ccc(F)c(F)c2)CC1 | i | 0.076 | 44 |
| COc1ccccc1-n1c(C)cn2c3c(=O)n(Cc4ccccc4C)c(=O)n(C)c3nc12 | i | 0.1 | 65 |
| Cc1cc(C)c(S(=O)(=O)N2CCOCC2)c(C)c1N(C)S(C)(=O)=O | i | 0.1 | 59 |

4 entries from above, field by field:
Structure: COc1ccc(NC(=O)c2c(F)cccc2F)cc1N1CCCCC1=O
  GluA2 TARP mod: i	GluA2 TARP mod agonism max-min: 0.027	GluA2 TARP mod glutamate slope: 45

Structure: Cc1cc(C)c(S(=O)(=O)N2CCOCC2)c(C)c1N(C)S(C)(=O)=O
  GluA2 TARP mod: i	GluA2 TARP mod agonism max-min: 0.1	GluA2 TARP mod glutamate slope: 59

Structure: Cc1cc(C)n(-c2cc(NCCNS(=O)(=O)N(C)C)ncn2)n1
  GluA2 TARP mod: i	GluA2 TARP mod agonism max-min: 0.096	GluA2 TARP mod glutamate slope: 65

Structure: O=C(NCCN1CCN(c2ccccc2F)CC1)C(=O)NC1CCCCCC1
  GluA2 TARP mod: i	GluA2 TARP mod agonism max-min: 0.11	GluA2 TARP mod glutamate slope: 61

As entered above:
GluA2 TARP mod agonism max-min result of CCc1ccc(Oc2cc(N3CCC(C(=O)NC(C)c4ccc(F)cc4)CC3)ncn2)cc1 (stereo not given) reads 0.1
GluA2 TARP mod glutamate slope result of O=C(NCCc1ccccc1)C(=O)NCc1ccccc1 reads 72

Next entries follow:
| mol | GluA2 TARP mod | GluA2 TARP mod agonism max-min | GluA2 TARP mod glutamate slope |
| --- | --- | --- | --- |
| COc1ccc(NC(C)=O)cc1NC(=O)Cc1cc(-c2cc3ccccc3o2)on1 | i | 0.053 | 45 |
| COc1cc(N2CCN(C(=O)c3ccc(F)cc3)CC2)nc(OC)n1 | i | 0.13 | 54 |
| CCN(CC)c1cc(C)nc(Nc2ccc(NC(=O)C(C)(C)C)cc2)n1 | + | 0.16* | 48* |
| COc1cc(-c2c(NC(=O)c3ccco3)sc3ccccc3c2=O)cc(OC)c1OC | + | 0.22* | 61* |
| CC(=O)Nc1ccc(NC(=O)c2ccc(-c3ccccc3Cl)o2)cc1 | i | 0.15 | 71 |
| CCOc1nn(CC)cc1-c1nnc(SCc2ccc(C(=O)OC)cc2)n1C | i | 0.025 | 35 |
| Cc1nc(NCCNC(=O)c2ncccn2)cc(-n2cccn2)n1 | i | 0.091 | 60 |
| CC(C)N(Cc1ccccc1)C(=O)c1cc2cccnc2n(Cc2ccc(F)cc2)c1=O | i | 0.032 | 73 |
| Cc1cc(=O)n2c(n1)SCC2CC(=O)N1CCN(c2ccccc2F)CC1 (stereo not given) | i | 0.065 | 38 |
| COc1nn(C)cc1-c1nnc(SCC(=O)NC2CCCCC2)n1C | i | 0.088 | 62 |
| CCOc1ccccc1-n1ccn(Cc2nc(-c3cccs3)no2)c(=O)c1=O | i | 0.058 | 56 |
| CC(C)c1ccc(OCC(=O)NC2CCS(=O)(=O)C2)cc1 (stereo not given) | i | 0.061 | 53 |
| COc1ccc(OC)c(NC(=O)CSc2ncc(S(=O)(=O)c3cccs3)c(N)n2)c1 | i | 0.1 | 79 |
| O=C(Cn1nc2c(c1NC(=O)CC(c1ccccc1)c1ccccc1)CSC2)NCC1CCCO1 (stereo not given) | i | 0.077 | 70 |
| CC(C)(C)C(=O)N1CCN(c2ncnc3c2nnn3-c2ccccc2)CC1 | i | 0.11 | 52 |
